Assay outcomes from PubChem BioAssay.
CBFb-RUNX1 inh: inhibitors of human CBF-beta and RUNX1 interaction; Q01196+Q13951; AlphaScreen CBFb-His/RUNX1-biotin binding, biochemical; Potency, µM (titrated, usually from 59.8 µM), for inactives: at the highest dose activity, negative = inhibition, hits mostly inhibitors; 230,000 tested, under 10 active; AID 1477; note: % of control where 0% means no effect
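AlphaScreen binding: CBFb-His and RUNX1-biotin (30 nM each) preincubated 20 min, compound added for 15 min, then nickel and streptavidin beads for 90 min, all at room temperature. Disruption of the interaction by any mechanism counts as activity.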
Luc counter: counter-screen: inhibitors of Kinase-Glo firefly luciferase; hit rate 0.28% among 200,000; Q27757; Potency, µM (doses to about 38.3 µM), for inactives: top-dose activity change, negative = inhibition, most hits filed as inhibitors; Kinase-Glo luciferase, ATP luminescence, 8 min; note: potency is the fitted concentration of half-maximal effect; % is set by controls: 0 for no effect and ±100 for the full control effect; nearly all actives have a fitted effect of over 60% in size
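Luminescence was the read-out, taken after 8-minute incubation at ambient temperature. Luciferase turned over luciferin with 10 uM ATP in imidazole pH 7.2 buffer containing KCl, MgCl2, Tween 20 and BSA.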
NPSR antag: blocks cAMP signaling of the human neuropeptide S receptor. CHO-NPSR cells, cAMP TR-FRET, antagonist mode. Potency, µM (highest dose often 38.3 µM), without a hit: at the highest dose activity change, negative = inhibition, most hits filed as inhibitors. hit rate 1% among 220,000; note: potency is the fitted concentration of half-maximal effect; % is set by controls: 0 for no effect and ±100 for the full control effect; nearly all actives have a fitted effect of over 50% in size; many of its hits are not listed in these tables
HTT aggregate: inhibitors of mutant huntingtin aggregate formation in PC12 cells. AID 1688. PC12 HttQ103-GFP aggregates, Acumen cytometry, 40 h. hit rate 1.1% among 220,000. Potency, µM (top dose mostly 46.1 µM), without a hit: at the top dose activity change, negative = inhibition, hits mostly inhibitors; note: potency is the fitted concentration of half-maximal effect; % is set by controls: 0 for no effect and ±100 for the full control effect; nearly all actives have a fitted effect of over 60% in size
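Inducible Q103 Huntingtin exon 1–GFP PC12 line, 1500 cells/well in phenol red free DMEM with 5% equine and 5% calf serum. Tebufenozide 100 nM induced expression; compounds titrated; aggregates quantified by cytometry.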
IMPase Li inh: membrane-permeable IMPase blocker, potentiated with lithium | AID 1457 | CHO-M1 cells, IP1 TR-FRET (IP-One), carbachol + lithium | hit rate 0.35% among 210,000 | Potency, µM (titrated, usually from 59.4 µM), for inactives: top-dose activity, negative = IMPase inhibition, actives largely listed as inhibitors;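 note: IP1 builds up when IMPase is blocked and the TR-FRET signal falls; potency is the fitted concentration of half-maximal effect; plate controls were basal vehicle for no effect and high inhibitor control for full effect; nearly all actives have a fitted effect of over 50% in size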
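IP1 accumulation measured by competitive TR-FRET in lysed CHO-M1 cells after 30 min compound exposure at 37C, with a small lithium addition to potentiate weak responses. Hill-equation AC50 from ratio and donor-channel data.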
Epigenetic derep: regulators of epigenetic silencing causing reporter derepression in mouse cells. murine LDR cells, GFP reporter derepression, 30 h. Potency, µM (series often up to 53.9 µM), inactives show at the top dose GFP activation, actives largely listed as activators. hit rate 0.2% among 280,000. AID 1865; note: potency is the fitted concentration of half-maximal effect; % of control where 0% means no effect; nearly all actives have a fitted effect of over 60% in size
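GFP-positive cell count by laser-scanning cytometry (objects 20–120 um) after 30 h, 37 C compound exposure of murine LDR cells; reporter is CMV-GFP integrated at a silenced locus, inducible by HDAC or DNMT inhibitors.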
L3MBTL1 block: L3MBTL1 (human) inhibition; Q9Y468; AlphaScreen L3MBTL1–H3K9me1 peptide binding; Potency, µM (highest dose often 57.1 µM), without a hit: at the top dose activity, negative = inhibition, hits mostly inhibitors; hit rate 0.66% among 230,000; AID 485360; note: potency is the fitted concentration of half-maximal effect; % is set by controls: 0 for no effect and ±100 for the full control effect; nearly all actives have a fitted effect of over 60% in size
Target sequence (Q9Y468 whole entry, looked up): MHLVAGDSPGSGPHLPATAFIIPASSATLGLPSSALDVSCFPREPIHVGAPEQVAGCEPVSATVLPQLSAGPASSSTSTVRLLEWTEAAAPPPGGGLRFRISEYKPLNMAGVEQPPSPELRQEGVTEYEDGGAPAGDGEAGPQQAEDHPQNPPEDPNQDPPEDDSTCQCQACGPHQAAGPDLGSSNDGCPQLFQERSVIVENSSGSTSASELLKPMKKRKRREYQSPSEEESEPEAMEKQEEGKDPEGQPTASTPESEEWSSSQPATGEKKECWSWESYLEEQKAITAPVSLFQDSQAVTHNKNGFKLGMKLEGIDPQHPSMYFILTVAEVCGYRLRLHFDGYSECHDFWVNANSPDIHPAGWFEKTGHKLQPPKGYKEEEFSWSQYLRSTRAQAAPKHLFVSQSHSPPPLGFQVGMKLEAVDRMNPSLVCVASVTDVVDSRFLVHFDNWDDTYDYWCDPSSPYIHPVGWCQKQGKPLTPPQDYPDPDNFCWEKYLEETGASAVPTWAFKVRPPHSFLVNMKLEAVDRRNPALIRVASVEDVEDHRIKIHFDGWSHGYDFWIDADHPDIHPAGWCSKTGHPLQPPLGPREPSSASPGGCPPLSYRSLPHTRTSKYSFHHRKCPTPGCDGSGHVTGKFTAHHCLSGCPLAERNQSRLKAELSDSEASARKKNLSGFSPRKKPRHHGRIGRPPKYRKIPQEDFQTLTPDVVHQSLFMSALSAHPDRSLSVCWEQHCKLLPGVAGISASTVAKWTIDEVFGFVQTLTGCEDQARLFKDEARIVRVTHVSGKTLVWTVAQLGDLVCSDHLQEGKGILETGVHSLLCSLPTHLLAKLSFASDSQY
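L3MBTL1 (50 nM) pre-complexed 30 min with biotinylated H3(1-15)K9me1 peptide (75 nM), then compounds added for 30 min at room temperature; AlphaScreen streptavidin donor/nickel chelate acceptor beads (10 ug/mL final) read after 30 min dark incubation.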
An asterisk follows results filed as active; u = inconclusive; x = no result given; & = joins results of further samples; [ ] = another dose, or the depositor's remark. Calls come from the whole dose curve; as a rule, active = well fitted curve in the direction sought with a large enough effect; inconclusive = small, poorly fitted or top-dose-only effect, or another doubt; inactive = no such curve, though single readings can be large; an effect the other way counts as inactive or inconclusive. Some of the compounds tested; the hit share may differ from the screen's.

mol	Epigenetic derep	L3MBTL1 block	IMPase Li inh	HTT aggregate	Luc counter	CBFb-RUNX1 inh	NPSR antag
COc1cccc(C2CC(C(F)(F)F)n3nc(C(=O)Nc4c(C)n(C)n(-c5ccccc5)c4=O)cc3N2)c1 (stereo unspecified)	1.3%	-3%	-1%	-1%	-1%	4%	8%
CNC(=S)N/N=C(\C)c1ccc2c(c1)OCO2	-1.4%	-18%	7%	-16%	-2%	16%	-26%
COc1cccc(CC(NC(C)=O)C(=O)NC2CCN(S(=O)(=O)c3cccc4ccccc34)CC2)c1 (stereo unspecified)	-0.8%	x	2%[38.3 µM]	10%[9.22 µM]	1%	-1%	-14%[46.1 µM]
O=c1oc2ccccc2n1CCCOc1ccccc1	0.8%	11%	-9%[38.3 µM]	-22%	5%	2%	-8%[46.1 µM]
COc1ccc(C2=NOC(COc3ccc4c(C)cc(=O)oc4c3)C2)c(OC)c1 (stereo unspecified)	-0.6%	x	x	-16%[9.22 µM]	x	1%	-9%
O=C(Nc1cccc(Cl)c1)Nc1nnc(CC2=CCCCC2)s1	3.1%	5%	4%	-9%	1%	1%	-6%
CC(C)CCn1c(SCCc2ccccc2)nc2c1c(=O)[nH]c(=O)n2C	-1.0%	x	24%[38.3 µM]	1%	-5%	1%	-22%[46.1 µM]
CC(C)c1ccc(CN2CC(C(=O)O)CC2=O)cc1 (stereo unspecified)	-4.8%	x	23%[38.3 µM]	-5%	2%	3%	-2%[46.1 µM]
COC(=O)c1cn(C)c2ccc(S(=O)(=O)N3CCCC3)cc2c1=O	-1.2%	-5%	-1%[38.3 µM]	-8%	0%	-3%	-7%[46.1 µM]
Cn1ncc(N=Cc2ccccc2[N+](=O)[O-])c1C(N)=O	-1.6%	3%	x	-5%[9.22 µM]	x	6%	-7%

One compound at a time, from the list above. Order of screens: Epigenetic derep | L3MBTL1 block | IMPase Li inh | HTT aggregate | Luc counter | CBFb-RUNX1 inh | NPSR antag
CNC(=S)N/N=C(\C)c1ccc2c(c1)OCO2 as listed: -1.4% | -18% | 7% | -16% | -2% | 16% | -26%
O=c1oc2ccccc2n1CCCOc1ccccc1 as listed: 0.8% | 11% | -9%[38.3 µM] | -22% | 5% | 2% | -8%[46.1 µM]

(further entries)
mol	Epigenetic derep	L3MBTL1 block	IMPase Li inh	HTT aggregate	Luc counter	CBFb-RUNX1 inh	NPSR antag
CCC(C)(C)n1nnnc1CN1CCC(NC(=O)c2ccccc2C)CC1	0.0%	9%	3%	-11%	0%	0%	6%[46.1 µM]
CCOC(=O)Cc1nnc(NC(=O)CSc2ccc(C)cc2)s1	-1.0%	-4%	2%[38.3 µM]	6%	3%	-4%	-12%[46.1 µM]
C/C=C/c1ccc(OCC(=O)Nc2ccc(C(N)=O)cc2)c(OC)c1	-0.4%	2%	6%	12%	-3%	1%	-8%
CC(=O)Nc1ccccc1OCC(=O)NCC(F)(F)F	-0.1%	u	1%	-4%	-8%	12%	4%
COc1cc(C(C)=O)ccc1OCC(O)CN(CCO)Cc1ccccc1 (stereo unspecified)	-0.4%	1%	0%	7%	0%	9%	20%
CN(C(=O)COc1ccccc1)c1nnc(-c2ccncc2)s1	-1.0%	20%	-2%	1%	1%	-3%	6%
CCOc1cccc(CN2CCCC(CCC(=O)NCc3ccccc3F)C2)c1O (stereo unspecified)	3.8%	-5%	13%	18%[9.22 µM]	-1%	3%	-11%
COc1ccccc1OCc1nc(C#N)c(N2CCC(C(N)=O)CC2)o1	0.0%	x	34%[activator][38.3 µM]	u	-4%	-1%	-16%[46.1 µM]
O=C(c1cc2ccccc2oc1=O)N(Cc1ccco1)C1CCS(=O)(=O)C1 (stereo unspecified)	-1.7%	4%	-5%[38.3 µM]	8%	8%	-3%	-13%[46.1 µM]
Nc1ccc(-c2ccc(N)c(C(=O)O)c2)cc1C(=O)O	-1.1%	x	x	-16%[9.22 µM]	x	u	-31%
O=C(CSc1ccc(Cl)cc1)NC1CCCC1	-1.1%	-1%	1%[38.3 µM]	8%	-1%	5%	-4%[46.1 µM]
CCOC(=O)c1cccc(NC(=O)CSc2nc3ccccc3c(=O)n2CCOC)c1	-6.9%	2%	12%[38.3 µM]	-11%	-2%	5%	-21%[46.1 µM]
COc1ccc(C2=C/C(=C/c3cccnc3)C(=O)O2)cc1OC	-1.5%	12%	-7%	5%	0%	15%	-24%
CN1CCN(C(=O)c2ccc(S(=O)(=O)c3ccc(Br)cc3)cc2)CC1	-1.7%	0%	x	8%	x	3%	13%[46.1 µM]
O=C(c1ccc(S(=O)(=O)N2CCOCC2)cc1)N1CCN(c2ccccc2F)CC1	-1.1%	-1%	-3%[38.3 µM]	-6%	4%	4%	-4%[46.1 µM]
O=C1NC(=O)c2cc(Nc3ccccc3)c(Nc3ccccc3)cc21	1.0%	x	20%	x	-2%	-25%&-5%	13µM*
CCOC(=O)c1c(NC(=O)c2nn(CC)cc2Br)sc2c1CCCCC2	-0.8%	15%	19%[38.3 µM]	-20%	3%	11%	-17%[46.1 µM]
COc1ccc(C(=O)/C=C/c2cccs2)c(OC(=O)c2cccc([N+](=O)[O-])c2)c1	0.0%	-7%	2%	4%	0%	-2%	6%[46.1 µM]
Cc1nc(C)c(C(=O)C2=C(O)C(=O)N(CCCn3ccnc3)C2c2ccc(Cl)cc2)s1 (stereo unspecified)	1.0%	0%	x	u	x	2%	-4%[46.1 µM]
O=C(CSc1nc2ccccc2o1)c1ccc2c(c1)OCCO2	0.0%	10%[11.4 µM]	27%[38.3 µM]	-17%	1%	12%	-14%[46.1 µM]
O=C1Nc2cc(Cl)ccc2C1(N1CCNCC1)C(F)(F)F (stereo unspecified)	-0.3%	0%	x	-6%	x	6%	0%[46.1 µM]
CCc1ccc(NC(=O)CC2NCCNC2=O)cc1 (stereo unspecified)	3.2%	-5%	21%[38.3 µM]	2%	2%	5%	-9%[46.1 µM]
Cc1c(C(=O)NCCCN2CCOCC2)sc2ncnc(N3CCN(c4ccccc4)CC3)c12	0.0%	x	9%[38.3 µM]	26%	1%	-2%	-3%[46.1 µM]
CCCCCCSc1nsc(NC(=O)CC(C)C)n1	-1.4%	25%	3%	-9%	-1%	10%	-13%
CC/C(Cc1ccccc1)=N/NC(=O)CCn1nnc2ccccc21	1.1%	x	4%	-25%	2%	0%	0%
O=C(CSc1cccc2cccnc12)N/N=C/c1cccc(O)c1	1.3%	-2%	-1%	-10%	3%	1%	8%
Cc1ccc2[nH]c(=O)c(CN(CCO)Cc3nnnn3CCc3ccccc3)cc2c1	-1.0%	x	18%[38.3 µM]	-20%	-2%	-2%	-12%[46.1 µM]
COC(=O)c1c(NC(=S)NN2CCOCC2)sc2c1CCCC2	-1.2%	-9%	8%	-7%[9.22 µM]	x	-4%	u
CCOc1c(S(=O)(=O)N2CCCC2)ccc(Cl)c1Cl	-0.9%	x	27%[38.3 µM]	u	2%	4%	-17%[46.1 µM]
COC(=O)C1=C(C(=O)OC)[C@@H]2N(C)c3ccccc3[C@@]23C[C@@H](C(=O)OC)N(S(=O)(=O)c2cccs2)C3=N1	x	x	9%	x	-7%[7.66 µM]	-12%[13.1 µM]	x
CCOc1cc(/C=N/NC(=O)c2cccnc2)ccc1O	0.3%	10%	x	-6%[9.22 µM]	x	-1%	-2%
COc1cccc(-n2nc3c(=O)n(Cc4ccccc4Cl)nc(C)c3c2C)c1	-1.0%	9%	-8%	-8%	2%	2%	-21%
CCCCCOC(=O)Cn1c(=O)oc2ccccc21	-0.1%	14%	25%[38.3 µM]	-5%	-1%	5%	0%[46.1 µM]
O=C(NCCN1CCOCC1)c1cc(-c2ccc(F)cc2)on1	-0.9%	4%	-13%[38.3 µM]	21%	0%	3%	5%[46.1 µM]
Cc1ccccc1NC(=O)Nc1nc2ccc(S(C)(=O)=O)cc2s1	2.1%	10%	-20%	-10%	-3%	2%	-13%
CN(C)c1ccnc(Nc2ccccc2)c1C#N	-0.1%	1%	3%	-2%[9.22 µM]	x	12%	-18%
O=S(=O)(NCCSc1ccccc1)c1ccc(F)cc1	2.1%	-20%[11.4 µM]	17%[38.3 µM]	-6%	2%	7%	-9%[46.1 µM]
CC(C)NC(=O)C1CCN(C(=O)C(C(=O)c2ccccc2)n2cc(Cl)ccc2=O)CC1 (stereo unspecified)	0.0%	x	28%[38.3 µM]	-17%	2%	8%	-5%[46.1 µM]
Cn1c(SCC(=O)N2CCOCC2)nnc1-c1ccc(Cl)cc1Cl	-1.0%	2%	-2%[38.3 µM]	13%	-2%	5%	1%[46.1 µM]
CCn1c(=O)c2cc(C(=O)N3CCOCC3)sc2c2ccccc21	-0.2%	x	8%[38.3 µM]	27%	18%	-5%	7%[46.1 µM]
CC1=NN(c2nc(-c3ccc(C)cc3)cs2)C(=O)C1N=Nc1cccc(C)c1 (stereo unspecified)	-0.9%	-18%	4%	-5%	-2%	-11%	-18%
O=C(/C=C/c1ccccc1)Nc1cc(C(=O)O)cc(C(=O)O)c1	-0.5%	-8%	0%	18%	2%	13%	4%
CCCc1cc2c(cc1NC(=O)c1ccccc1C)OCO2	-0.9%	-4%	-9%[38.3 µM]	u	-8%	8%	1%[46.1 µM]
COC(=O)c1ccccc1OC(=O)c1cccnc1	-0.8%	x	20%[38.3 µM]	-13%	-4%	0%	1%[46.1 µM]
O=C(COC(=O)c1cc(S(=O)(=O)N2CCOCC2)c(Cl)cc1Cl)Nc1ncc(C(F)(F)F)cc1Cl	-1.9%	x	u	-17%	-1%	4%	4%[46.1 µM]
COc1ccc(NC(=O)CSC2CC(=O)N(c3ccc4c(c3)OCCO4)C2=O)cc1 (stereo unspecified)	-1.1%	x	24%[38.3 µM]	7%	1%	2%	-2%[46.1 µM]
CCOC(=O)c1ccc(NC(=O)Nc2ccc(F)cc2)cc1	-1.0%	x	11%[38.3 µM]	-4%	-4%	0%	-17%[46.1 µM]
Cc1ccccc1OC(=O)n1c(=S)oc2cc(Cl)ccc21	-2.1%	x	15%[38.3 µM]	u	-6%	11%	-6%[46.1 µM]
Cc1ccc2nc(SCC(=O)N3CCOCC3)[nH]c2c1	1.6%	x	-6%[38.3 µM]	3%	-2%	1%	1%[46.1 µM]
CCC(C)(C)n1nnnc1C(c1ccc(OC)c(OC)c1)N1CCN(c2cccc(OC)c2)CC1 (stereo unspecified)	-0.8%	-14%	-2%[38.3 µM]	-3%	1%	-10%	-17%[46.1 µM]
